Screening data as filed in PubChem.
C2C12 statin: suppression of simvastatin myotoxicity; C2C12 myotubes + simvastatin, ATP luminescence, 48 h; scaled: DMSO 0, geranylgeraniol control 100; rescue of ATP level, % at 7.49 µM; 330,000 compounds, 0.78% hits;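 active = mean ATP rescue above about 67%, or every replicate alone reaching that limit, limit read from the data, passing the limit was not always enough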;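 also: myotubes were challenged with 10 µM simvastatin during compound exposure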
Cneo AK release: Cryptococcus neoformans lysis via adenylate kinase release | C. neoformans lysis, adenylate kinase release luminescence, 4 h; normalised: neutral wells 0, clomiphene wells 100 | AID 651654 | 360,000 compounds, 0.2% hits | lysis activity, % at 15 µM;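 active = mean lysis activity across replicates of at least 80%, whatever share of replicates individually reach that level; inactive = mean lysis activity below 80%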
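read-out = cell lysis signal | test system = log-phase Cryptococcus neoformans yeast cells | input = cells at 5 × 10^6 per mL | medium = fresh YPD growth medium | signal = luminescent adenylate kinase detection reagent | timing = 4 h at 37 °C static, read 1 h later | dosing = single dose | controls = Clomiphene as positive lysis control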
miR122 inh: blocks miR-122 activity in Huh7 sensor cells. Huh7 miR-122 Renilla luciferase sensor, 48 h; neutral wells = 0, positive control = 100. AID 602342. activation (reporter increase), % at 12.5 µM. 340,000 compounds, 0.3% hits;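 active = mean replicate activation score at least 90 and every replicate individually at or above 90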;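 also: higher luciferase means less miR-122 activity so hits act as miR-122 inhibitors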
esBAF inh: SWI/SNF esBAF complex inhibition; mouse ES cells, Bmi1-luciferase knock-in reporter, 24 h; 100% = twice the neutral-well signal; reporter increase, % at 12.5 µM; 350,000 compounds, 2% hits; in the data active = activation above about 40%;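 also: 0% = median of the plate's neutral control wells and 100% = double that signal; a rise in the Bmi1 reporter signal indicates esBAF inhibition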
SIRT5 block: blocks human SIRT5 desuccinylation of peptide; Q9NXA8; Purified SirT5, succinyl-peptide AMC, trypsin-coupled fluorescence; inhibition, % at 15 µM; 330,000 compounds, 1.1% hits; AID 652115; in the data active = inhibition above about 15%
Target sequence (Q9NXA8 whole entry, looked up): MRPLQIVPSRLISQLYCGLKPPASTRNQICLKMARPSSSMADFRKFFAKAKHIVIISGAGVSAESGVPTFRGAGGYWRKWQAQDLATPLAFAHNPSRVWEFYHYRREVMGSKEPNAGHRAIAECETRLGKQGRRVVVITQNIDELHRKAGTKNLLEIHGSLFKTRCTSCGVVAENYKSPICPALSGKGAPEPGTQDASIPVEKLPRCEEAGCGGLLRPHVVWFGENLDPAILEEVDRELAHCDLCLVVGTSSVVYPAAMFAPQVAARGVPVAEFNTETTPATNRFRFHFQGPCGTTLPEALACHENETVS
ERp5 inh: ERp5 (human) disulfide isomerase inhibition; AID 651711; ERp5 insulin aggregation, absorbance 650 nm, 90 min; Q15084; inhibition, % at 9.99 µM; 350,000 compounds, 0.05% hits;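 active = mean replicate inhibition above about 25%, with every replicate also reaching it, limit read from the data, passing the limit was not always enough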
Target sequence (Q15084 whole entry, looked up): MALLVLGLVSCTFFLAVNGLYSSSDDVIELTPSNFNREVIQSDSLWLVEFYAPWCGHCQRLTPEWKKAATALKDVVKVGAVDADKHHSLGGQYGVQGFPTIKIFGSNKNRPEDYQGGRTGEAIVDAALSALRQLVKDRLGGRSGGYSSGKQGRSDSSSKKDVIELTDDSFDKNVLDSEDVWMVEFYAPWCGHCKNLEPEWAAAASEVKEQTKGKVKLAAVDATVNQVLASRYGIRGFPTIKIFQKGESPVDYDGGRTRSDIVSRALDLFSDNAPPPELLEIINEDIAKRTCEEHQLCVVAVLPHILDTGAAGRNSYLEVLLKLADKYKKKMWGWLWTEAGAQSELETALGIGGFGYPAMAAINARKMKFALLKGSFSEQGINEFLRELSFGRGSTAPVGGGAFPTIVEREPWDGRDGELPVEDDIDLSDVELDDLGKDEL
ARNT-TACC3 inh: ARNT/TACC3 interaction disruption | AID 623870 | 390,000 compounds, 0.66% hits | AlphaScreen His-ARNT PAS-B/GST-TACC3 binding, luminescence; TACC3 fragment carries E629A point mutation | Q9Y6A5 | inhibition, % at 9.99 µM;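 active = mean inhibition of replicates at least 50% and at least half of replicates each reaching 50%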;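 also: 0% = complete ARNT plus TACC3 wells and 100% = ARNT alone without TACC3; many hits fall short of the cut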
The depositor's hits bear a star; · = not tested or not shown; [ ] = remark or other dose.

Below each SMILES – C2C12 statin	Cneo AK release	miR122 inh	esBAF inh	SIRT5 block	ERp5 inh	ARNT-TACC3 inh
Cc1ccc(NC(=O)CN(C)C(=O)CCOc2ccccc2C)cc1
 : ·	·	·	·	-4	2	-27
CCOC(=O)c1cnc2c(C#N)cnn2c1N
 : ·	·	·	·	-4	0	11
CCc1ccc2nc(N3C(=O)C(O)=C(C(=O)c4ccco4)C3c3cccs3)sc2c1 (configuration not stated)
 : 5	-5	-10	29	·	·	-17
COc1ccc(CN(C)C[C@H]2Oc3c(NC(=O)Nc4ccccc4)cccc3C(=O)N([C@H](C)CO)C[C@H]2C)cc1
 : -10	-6	6[16.7 µM]	-1	5	5	2
C[C@H]1CCCCO[C@@H](CN(C)Cc2ccc(Cl)c(Cl)c2)[C@@H](C)CN([C@@H](C)CO)C(=O)c2cc(NC(=O)Nc3ccc(C(F)(F)F)cc3)ccc2O1
 : 6	0	11[16.7 µM]	3	3	14	16
O=C(CC(=O)c1ccccc1)c1ccccc1
 : -2	-1	·	86*	-1	-1	2
COCC#Cc1ccc2c(c1)O[C@H](CN(C)CC1CCOCC1)[C@H](C)CN([C@H](C)CO)S2(=O)=O
 : 9	5	2[16.7 µM]	1	-4	11	-2
CC(=O)Nc1ccc(C(=O)Cn2c3[n+](c4c(F)c(F)ccc42)CCCCC3)cc1
 : ·	·	-1	·	14	-2	·
O=C(CCN1CCN(c2ccccc2)CC1)NNC(=S)Nc1ccccc1Cl
 : ·	·	·	·	4	-3	-8
C[C@@H]1CN([C@@H](C)CO)S(=O)(=O)c2ccc(-c3cccc(C(=O)N(C)C)c3)cc2O[C@@H]1CN(C)Cc1ccc2c(c1)OCO2
 : -7	-5	29[16.7 µM]	-4	1	1	13
CCc1c(C)nc2c(OC)cccc2c1SCCC(=O)O
 : ·	·	·	·	1	15	-5
C=CCn1c(SCC(C)=O)nc2sc3c(c2c1=O)CCC3
 : 7	0	-2	6	-2	2	-6
CC1=NCCN1S(=O)(=O)c1cc([N+](=O)[O-])ccc1Cl
 : ·	·	-3	·	0	5	·
O=C(NCC(=O)N1CCCC1)c1ccccc1F
 : 24	-3	·	48*	-2	0	0
O=C(c1cc(-c2ccccc2Cl)on1)N1CCN(C(=O)c2ccco2)CC1
 : 1	-4	24	1	·	·	-3
COc1ccc(-c2ccc(C(=O)Nc3cccc(C(C)=O)c3)c3occc23)c(C)c1
 : -2	0	-5	39	-1	-2	·
O=C(O)CCCCCn1c(SCc2cc(=O)n3cc(Cl)ccc3n2)nc2ccsc2c1=O
 : ·	2	0	·	·	·	2
COc1ccc(CCNC(=O)c2cccc(S(=O)(=O)N3CCc4ccccc4C3)c2)cc1
 : -10	0	10	-4	0	13	-5
Cc1ccc([N+](=O)[O-])cc1N(CC(=O)NCC1CCCO1)S(C)(=O)=O (configuration not stated)
 : ·	·	·	·	0	3	-6
c1ccc(-c2nc(NC3CC3)nc(-n3ccnc3)n2)cc1
 : 0	2	4	-9	·	·	-8
CC1Cc2cc(S(=O)(=O)N3CCC(C(=O)N(C)Cc4ccccc4)CC3)ccc2N1C(=O)C1CC1 (configuration not stated)
 : 3	2	-1	-1	-3	-4	9
COc1ccc2c(=O)c3c(=O)n(CCc4ccccc4)c(C)nc3oc2c1
 : ·	-1	3	·	-4	-4	1
CCOC(=O)Cc1ccc(Nc2nc(NC)nc3ccsc23)cc1
 : 2	0	-4	2	-4	-10	·
CCc1c(C)c(C#N)c2nc3ccccc3n2c1NCc1ccccn1
 : 28	0	-3	2	-2	0	-9
CC(C)n1nnnc1SCC(=O)NNC(=O)C1CCCCC1
 : -10	2	7	-7	-26	6	0
CC(=O)Nc1cccc(OC(=O)N2CCOCC2)c1
 : 16	13	-3	-7	·	·	1
O=C(Nc1ccc(SC(F)F)cc1)C1CC(=O)N(Cc2ccccc2)C1 (configuration not stated)
 : ·	-1	-1	·	6	-1	1
COc1ccc(N2CCN(C(=N)/C(C(C)=O)=C(\C)O)CC2)cc1
 : -8	1	-8	5	·	·	-1
C=CCn1c(SCC(=O)Nc2c(C)nn(Cc3ccccc3)c2C)nnc1C(O)c1ccccc1 (configuration not stated)
 : 6	-7	-1	-4	·	·	-3
C[C@@H]1CN([C@H](C)CO)C(=O)c2cc(C#CC3CC3)cnc2O[C@@H]1CN(C)C(=O)c1ccccc1
 : 1	11	-9[16.7 µM]	4	-4	-1	8
Cc1cc(Br)ccc1NC(=O)c1sc2ncn(CC(=O)N3CCN(c4ccccn4)CC3)c(=O)c2c1C
 : 9	2	0	-2	0	-4	-19
O=C(c1ccc2c(c1)OCO2)N1CCC(Cc2ccccc2)CC1
 : ·	·	·	·	-6	-1	-4
Nc1nnc(-c2ccccc2[N+](=O)[O-])o1
 : 4	5	4	0	-5	-3	-1
CC(C)[C@H]1COCCS(=O)(=O)N1Cc1ccccc1F
 : -7	-2	-6	12	·	2	-3
O=C(Nc1cccnc1)c1ccc(Cl)c(S(=O)(=O)N2CCCCC2)c1
 : -20	-6	1	17	-4	-2	0
CC(=O)N1CCN(C(=O)c2ccco2)CC1
 : 7	-1	-14	2	-5	4	-4
COc1ccc2nc(SCC(=O)NCc3ccc(F)cc3)[nH]c2c1
 : 7	8	1	4	-1	2	0
CC1=CC(=O)C(C(C)=Nc2ccccc2Cl)C(=O)O1 (configuration not stated)
 : 0	-1	-6	0	-4	-1	-6
C[C@@H](NC(=O)C[C@H]1C=C[C@@H](NC(=O)Cc2ccccn2)[C@H](CO)O1)c1ccccc1
 : -4	-1	·	0	-2	1	-1
Cc1nn(CC(=O)N2CCC(C(N)=O)CC2)c(=O)c2nn(-c3ccccc3)c(C)c12
 : 4	1	1	2	2	1	-1
CC1CCC2(CC1)NC(=O)N(NC(=O)CCl)C2=O (configuration not stated)
 : ·	·	·	·	-2	6	-1
COc1ccc(CCNC(=O)c2cc(-c3ccncc3)nc3c(Cl)cccc23)cc1OC
 : ·	·	·	·	3	3	4
COC(=O)[C@H](Cc1ccc(O)cc1)NC(=O)Cn1ccc(NC(=O)OCc2ccccc2)nc1=O
 : -11	14	·	-4	·	-5	2
O=C(O)CCSc1nnc(COc2ccc([N+](=O)[O-])cc2)n1-c1ccccc1
 : ·	·	·	·	2	3	-4
O=C(NC1CCCCCC1)c1ccc(=O)n(Cc2ccccc2)n1
 : 12	-1	5	-5	11	-1	2
Cc1cccc(N=Cc2cc(Br)cc(Cl)c2O)c1
 : -1	·	·	-1	-3	-4	-6
C[C@H](CO)N1C[C@H](C)[C@H](CN(C)S(=O)(=O)c2ccc(F)cc2)Oc2c(NC(=O)Nc3ccc4c(c3)OCO4)cccc2C1=O
 : -34	-2	6[16.7 µM]	-7	1	21	9
COc1ccc([N+](=O)[O-])cc1N(CC(=O)NC(C(C)C)C(C)C)S(C)(=O)=O
 : ·	·	·	·	-1	1	-5
c1ccc2sc(N3CCOCC3)nc2c1
 : ·	-2	-1	37	·	·	1
C[C@@H]1CCCCO[C@H](CN(C)S(=O)(=O)c2cn(C)cn2)[C@H](C)CN([C@H](C)CO)C(=O)c2cc(NC(=O)CCCN(C)C)ccc2O1
 : ·	-5	1[16.7 µM]	-4	8	-1	-3

The list goes on.
Below each SMILES – C2C12 statin	Cneo AK release	miR122 inh	esBAF inh	SIRT5 block	ERp5 inh	ARNT-TACC3 inh
CN(C)S(=O)(=O)c1cccc(NC(=S)N(CCC#N)Cc2cccnc2)c1
 : ·	0	·	·	-3	1	-3
C[C@@H]1CN([C@@H](C)CO)C(=O)c2cc(NC(=O)CCC(F)(F)F)ccc2O[C@@H](C)CCCCO[C@H]1CN(C)S(=O)(=O)c1cn(C)cn1
 : 44	-1	4[16.7 µM]	3	-1	-8	-2
CCOC(=O)c1cc(=O)n2[nH]c(-c3ccc(C)cc3)cc2n1
 : -24	-2	7	0	·	·	-5
CN(C)CCCNC(=O)[C@@H]1[C@@H](CO)[C@@H]2Cn3c(ccc(-c4ccncc4)c3=O)[C@H]1N2C(=O)CC1CC1
 : 10	-8	-3[16.7 µM]	8	-49	0	-5
C[C@H](CO)N1C[C@H](C)[C@H](CN(C)Cc2ccc3c(c2)OCO3)OCCCC[C@H](C)Oc2ccc(NC(=O)Cc3ccccc3)cc2C1=O
 : ·	1	1[16.7 µM]	7	·	·	12
C[C@H]1CN([C@@H](C)CO)C(=O)c2cc(NS(=O)(=O)c3cccs3)ccc2O[C@@H]1CN(C)Cc1ccc(Cl)c(Cl)c1
 : -38	-2	14[16.7 µM]	1	·	-3	·
Cc1ccsc1/C=C1\Oc2cc(OCC(=O)c3ccccc3)ccc2C1=O
 : ·	·	·	·	5	5	-2
CC(C)(C)Cc1c(-c2ccccc2)nc2ccc(Cl)cn12
 : -8	7	5	5	-7	5	·
CCOC(=O)C(=CNc1ccc(N2CCCCC2)c(S(=O)(=O)Nc2ccccc2OC)c1)C(=O)OCC
 : -16	1	·	-2	-6	-3	-5
COC(=O)c1sccc1NS(=O)(=O)c1ccc(OC)cc1
 : 31	-1	·	-2	·	·	-5
Cc1ccccc1OCC(=O)Nc1nnc(COc2ccccc2)s1
 : ·	1	-7	·	-10	4	-19
